Source: PubChem BioAssay
GPR55 antagonists: GPR55 antagonists blocking LPI-driven arrestin recruitment, primary screen, imaging, U2OS, beta-arrestin-GFP, LPI agonist (AID 2013). one-dose inhibition, % at 10 µM; IC50 in µM for titrated hits. hit rate 0.13% among 290,000. U2OS GPR55 beta-arrestin-GFP translocation imaging, LPI antagonism; higher % means a stronger effect;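 active = spots per cell inhibited over 60%, with over 100 cells counted and total cytoplasm intensity under 500,000; inconclusive = wells with under 100 cells, flagged as likely toxic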;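 also: U2OS cells stably carrying GPR55 and arrestin-GFP stimulated by 5 µM LPI near EC80; imaged beta-arrestin-GFP aggregate spots per cell after agonist stimulation; plate controls were LPI-stimulated DMSO wells for no effect and DMSO wells without LPI for full effect; some results filed as inactive read as strong as hits; confirmed hits need IC50 under 10 µM and bright autofluorescent wells are also inconclusive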
NOD2 inhibition: NOD2 signaling inhibitors, cell-based, luminescence, uHTS, HEK293 (AID 1566); HEK293 NOD2/NF-kB luciferase reporter, luminescence; higher % means a stronger effect; one-dose inhibition, % at 4 µM; EC50 in µM for titrated hits; hit rate 0.63% among 290,000; also: many of its hits are not listed in these tables
KOR beta-arrestin-1: KOR agonists, beta-arrestin recruitment, primary screen, cell-based, luminescence, uHTS (AID 1777); hit rate 0.02% among 280,000; KOR beta-arrestin recruitment, luminescence; higher % means a stronger effect; activation, % at 10 µM; hits with a dose series show EC50 in µM; in the data active = activation above about 50%, passing the limit was not always enough; also: a part of the inactive calls stands beside numbers as strong as those of hits
GPR55 beta-arrestin: selective activators of receptor GPR55 – imaging, U2OS cells, beta-arrestin-GFP redistribution, primary screen (AID 1961). activation, % at 10 µM; hits with a dose series show EC50 in µM. U2OS GPR55 beta-arrestin-GFP redistribution imaging; higher % means a stronger effect. hit rate 0.048% among 290,000;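 active = activation above 40% with more than 50 cells counted in the well; inconclusive = wells holding fewer than 50 cells, flagged as toxic or sparse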;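 also: U2OS osteosarcoma cells stably expressing GPR55 and beta-arrestin-GFP; plate controls were DMSO negative control for no effect and LPI positive control for full effect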
HIV fusion peptide: inhibitors of HIV fusion peptide binding, primary screen, biochemical, uHTS, fluorescence dequenching (AID 1986) | one-dose inhibition, % at 20 µM; IC50 in µM for titrated hits | cell-free peptide binding, fluorescence dequenching, 30 min; higher % means a stronger effect | hit rate 0.3% among 290,000; in the data active = inhibition mostly above about 52%, no sharp cut-off; inactive = mostly below about 76%; also: some results filed as inactive read as strong as hits
Myeloid diff MLP: promotes myeloid progenitor differentiation | hit rate 1% among 360,000 | ER-HoxA9 myeloid progenitors, lysozyme-GFP differentiation, flow cytometry | calls only at 10 µM;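 active = normalized GFP-positive differentiation at or above the plate's own cutoff, the solvent-only control mean plus 3 SD; inconclusive = no clear call, values can overlap the other calls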;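 also: cells exposed to compound for four days before flow analysis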
NOD1 NF-kB reporter: NOD1 signaling inhibitors, primary screen, cell-based, luminescence, uHTS (AID 1578). NOD1-driven NF-kB luciferase reporter cells, luminescence; higher % means a stronger effect. one-dose inhibition, % at 4 µM; EC50 in µM for titrated hits. hit rate 1% among 290,000; in the data active = inhibition mostly above about 36%, no sharp cut-off; inactive = mostly below about 34%;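 also: HEK-293T reporter cells stimulated with the NOD1 agonist gamma-tri-DAP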
KOR beta-arrestin-2: kappa opioid receptor blockers – cell-based, luminescence, uHTS (AID 1778). inhibition, % at 10 µM; hits with a dose series show IC50 in µM. hit rate 0.091% among 290,000. KOR beta-arrestin recruitment, luminescence, antagonist mode; higher % means a stronger effect; also: strong numbers were not always called active
GPR35 antagonists: inhibition of zaprinast-stimulated GPR35 beta-arrestin translocation – imaging, U2OS, beta-arrestin-GFP, zaprinast agonist, primary screen (AID 2058); hit rate 0.052% among 290,000; U2OS GPR35 beta-arrestin-GFP translocation imaging, zaprinast antagonism; higher % means a stronger effect; inhibition, % at 10 µM; hits with a dose series show IC50 in µM;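 active = inhibition of at least 50% with at least 30 cells and total cytoplasm GFP at most 10,000,000; inconclusive = under 30 cells or total GFP of 10,000,000 plus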
Myeloid diff MLP GFP+ MAC1+ %: also measured in Myeloid diff MLP; calls as there; GFP+ MAC1+ double positive, %; measured here: differentiation confirmed by MAC1 staining
* hit, by the source's call; i = inactive; ? = inconclusive; . = not tested or not shown; + = active, no number; [ ] = remark or other dose. Rule as the data show it, unless noted: active = inhibition above about 50%; inactive = the rest. These rows are one share of the data; rates above refer to the full screens.

SMILES | GPR55 antagonists | NOD2 inhibition | KOR beta-arrestin-1 | GPR55 beta-arrestin | HIV fusion peptide | Myeloid diff MLP | Myeloid diff MLP GFP+ MAC1+ % | NOD1 NF-kB reporter | KOR beta-arrestin-2 | GPR35 antagonists
CC(C)NCCCOc1ccc(Cl)cc1Br | 24% | -6% | 0.3% | 0.3% | -1.1% | i | 0.2 | 17% | -23% | 21%
Cc1cnc(C(=O)OCC(=O)c2ccc(F)cc2)cn1 | 1% | 3% | 2.9% | 0.6% | 0.8% | i | 0.5 | 8% | -10% | -2%
Oc1cccc2cc3cccc(O)c3c(O)c12 | 8% | 23% | -0.1% | -0.3% | 20% | i | 2.2 | -12% | 1% | -12%
CCCc1nc2cc(Cl)c([N+](=O)[O-])cc2o1 | 4% | -19% | 1.1% | -0.2% | -3.2% | i | 0.1 | 30% | -17% | 12%
CCN(CC)C(=O)Cn1cc(S(=O)(=O)CC(=O)Nc2ccc(F)cc2F)c2ccccc21 | 21% | 17% | -1.9% | -0.2% | 1.2% | i | 1.2 | 2% | -3% | -10%
O=C(NCc1ccc2c(c1)OCO2)C(=O)NCC1OCCCN1S(=O)(=O)c1ccc(F)cc1 (centres undefined) | 14% | -15% | -1.3% | -0.2% | -0.4% | i | 1.1 | -25% | 6% | -14%
COc1ccc(OC)c(NS(=O)(=O)c2ccc3c(c2)C(C)(C)C(=O)N3C)c1 | 1% | 15% | -2.4% | -0.3% | -2.2% | i | 3.5 | 22% | 5%[20 µM] | 6%
Cc1ccccc1-c1nnc(SCC(=O)N(CC(C)C)c2c(N)n(CC(C)C)c(=O)[nH]c2=O)n1C | 7% | 13% | -3.7% | 0.6% | 2.5% | i | 0.6 | 0% | 16% | -6%
CNC(=O)C(NC(=O)Nc1ccc(C)cc1)C(C)(C)C (centres undefined) | -5% | 10% | -1.7% | -0.1% | -0.2% | i | 0.5 | -22% | -41%[20 µM] | 0%
COc1ccccc1Nc1nc(N)nc(CN2CCN(Cc3ccc4c(c3)OCO4)CC2)n1 | -5% | -9% | 4.7% | 0.5% | 0.4% | i | 0.5 | 7% | 23% | -11%
O=C(O)/C(=C\c1ccco1)NC(=O)c1ccccc1 | -11% | 0% | 0.9% | -0.6% | 34% | i | 0.6 | -3% | 2% | -4%
CC(=O)Oc1ccccc1C(=O)Nc1ccccc1C(=O)N1CCCCC1 | -5% | 22% | -5.3% | 0.7% | -0.4% | i | 0.7 | 0% | -1% | 0%
CCCc1ccc(Oc2cn[nH]c2-c2ccc(O)c(C)c2O)cc1 | 21% | 23% | 0.3% | 1.4% | 0.5% | i | 0.8 | -9% | 6% | 4%
CCOC(=O)N1CCN(CC(O)COc2ccc(C)c(C)c2)CC1 (centres undefined) | 15% | -2% | -1.9% | 0.0% | -0.8% | i | 1.2 | 2% | -33% | -3%
Clc1cccc(CON/C=N/c2ncnc3sccc23)c1 | -7% | 27% | 2.3% | -0.1% | -1.2% | i | 0.6 | 42% | -40% | -9%
C/C=C/CSc1nc2c(c(=O)[nH]c(=O)n2C)n1Cc1ccc(C)cc1 | -11% | 14% | 2.6% | -0.3% | -1.1% | i | 1.8 | 34% | -74% | 11%
CC(C(=O)Nc1cccc([N+](=O)[O-])c1)n1nnc2ccccc21 (centres undefined) | -4% | 21% | 5.0% | -0.1% | 0.2% | i | 1.0 | -2% | 11% | -9%
CC1(C)CC(=O)C(C=NCc2ccccn2)=C(O)C1 | -4% | 14% | 5.9% | -0.2% | 1.6% | i | 2.0 | -2% | 0% | -3%
CCC(C)C(NC(=O)c1ccccc1NC(=O)c1ccco1)C(=O)O (centres undefined) | 13% | 13% | -4.3% | -0.1% | -1.9% | i | 1.0 | -3% | 6% | 15%
Cc1cc(C)cc(N2CCCC2=O)c1 | 0% | 18% | -2.8% | -0.4% | -1.4% | i | 1.8 | -4% | 22% | -1%
Cc1ccc(-n2c(SCC(=O)NCC3CCCO3)nc3n[nH]c(C)c3c2=N)cc1Cl (centres undefined) | 10% | 24% | -2.2% | -0.1% | -1.1% | i | 0.0 | 17% | 22% | -7%
COc1cc(/C=C2\COC/C(=C\c3ccc(O)c(OC)c3)C2=O)ccc1O | 4% | 2% | -4.5% | -0.2% | -2.4% | ? | . | 0% | -31% | 13%
CCOC(=O)C1=C(C)Nc2nnnn2C1c1ccc(OC)c(Br)c1 (centres undefined) | 31% | 8% | 1.2% | -0.1% | 12% | i | 3.9 | 3% | -39% | 20%
CCOc1ccc(CCNC(=O)COc2cc(=O)n(C)c3ccccc23)cc1OCC | -2% | -6% | -6.5% | 0.1% | 1.2% | i | 0.2 | -30% | 18% | 13%
CCOC(=O)CNS(=O)(=O)c1ccc2c3c(cccc13)C(=O)N2CC | 7% | 2% | -5.1% | 0.3% | -1.2% | i | 0.2 | -34% | 6% | 10%

Other records
SMILES | GPR55 antagonists | NOD2 inhibition | KOR beta-arrestin-1 | GPR55 beta-arrestin | HIV fusion peptide | Myeloid diff MLP | Myeloid diff MLP GFP+ MAC1+ % | NOD1 NF-kB reporter | KOR beta-arrestin-2 | GPR35 antagonists
CN1CSC2=C(C#N)C(c3cccc(OCc4ccccc4)c3)CC(=O)N2C1 (centres undefined) | 2% | -6% | -2.5% | 0.4% | 1.0% | i | 4.5 | -12% | 11% | 12%
O=C(COc1ccc2cc(Br)ccc2c1Br)N1CCOCC1 | 12% | -6% | 2.0% | -0.1% | 0.8% | i | 1.5 | -52% | -6% | 6%
CCCCn1c(=O)[nH]c(=O)c2c1nc(-c1ccc(OCCC)c(OCC)c1)n2C | 10% | 12% | 0.3% | 0.0% | 3.3% | i | 0.7 | -8% | -20% | -2%
NC(=S)N/N=C\c1ccc(-c2cccc(Cl)c2Cl)o1 | 13% | -43% | -2.3% | -0.1% | -1.6% | i | 0.4 | 12% | -40% | 4%
CN(C)CCNC(=O)c1cc2ccccc2oc1=O | 8% | -23% | 2.6% | 0.0% | 1.2% | i | 0.6 | -36% | 19% | -14%
O=S(=O)(NCCc1ccccn1)c1cccs1 | -12% | -27% | 7.3% | -0.1% | 0.2% | i | 0.9 | -20% | 16% | 1%
O=C(CNCC(=O)Nc1ccc(F)c(F)c1F)Nc1ccc(F)c(F)c1F | -3% | 11% | 2.1% | -0.1% | -1.9% | i | 0.5 | -7% | 10% | 2%
CCSc1nc2sc3c(c2c(=O)n1-c1ccccc1C)CCN(C)C3 | 2% | 17% | -1.4% | -0.1% | 1.6% | i | 1.0 | -10% | 16% | -9%
COc1ccc(-c2ccnc3nc(N4CCN(c5ccccc5)CC4)nn23)cc1 | 4% | 2% | -6.7% | 0.1% | -2.8% | i | 2.2 | -8% | -18% | 5%
O=C(Oc1ccccc1C(=O)Oc1ccccc1)c1cccnc1 | -15% | 11% | 9.5% | -0.5% | -0.9% | i | 0.3 | -52% | -46% | -8%
CCS(=O)(=O)c1cc([N+](=O)[O-])c(Sc2ccccc2N)s1 | -12% | -29% | 1.8% | -0.2% | 9.7% | + | 1.1* | -16% | -8% | -3%
O=c1onc(-c2ccc(Cl)cc2Cl)n1-c1cccnc1 | 9% | 19% | 1.5% | 0.3% | -0.6% | i | 0.3 | -2% | 5% | 0%
O=S(=O)(NC1CCN(Cc2ccccc2)CC1)c1ccc2ccccc2c1 | 8% | 9% | 1.2% | 0.0% | -2.1% | i | 0.2 | -29% | -57% | -5%
CCC(=O)N1CCN(c2ccc(NC(=O)COc3ccccc3Cl)cc2)CC1 | 6% | 10% | -4.2% | -0.1% | -3.7% | i | 8.0 | 14% | 15% | -17%
CN(C)c1nc(N(C)C)n(C(=O)c2ccc(F)cc2)n1 | 9% | 16% | -3.1% | 0.0% | -0.3% | i | 0.0 | -13% | 16% | -11%
CCn1c(CNC(C)=O)nnc1SCC(=O)c1ccc(Br)cc1 | 6% | 4% | -1.5% | -0.2% | -1.7% | i | 4.1 | -19% | 6% | -4%
Cc1cc(NC(=O)c2cccc(S(=O)(=O)N3c4ccccc4CC3C)c2)no1 (centres undefined) | 12% | 9% | -5.1% | 0.3% | 0.9% | i | 0.2 | -1% | 24% | 7%
COc1cc(C(=O)NS(=O)(=O)c2ccccc2C)ccc1Cc1cn(C)c2ccc(NC(=O)OC3CCCC3)cc12 | -2% | 34% | -1.3% | -0.5% | 56%* | . | . | 39%* | -22% | -29%
COc1ccc(N2CC(C(=O)NC3CCSC3=O)CC2=O)cc1 (centres undefined) | 12% | 8% | -4.6% | 0.0% | -0.8% | i | 1.1 | -22% | -2% | 12%
CN(C)CCN(Cc1ccccc1)S(=O)(=O)c1ccc(-c2ccc(=O)[nH]n2)s1 | -3% | 17% | -1.8% | -0.2% | 0.9% | i | 0.8 | -8% | -48% | 1%
CCc1ccc(/C=C2/C(=O)N(C)C(=S)N2CC(=O)OC)s1 | 0% | 26% | -8.1% | 0.2% | -2.0% | i | 0.1 | -24% | -4%[20 µM] | -7%
O=C(CSc1nccn1-c1ccccc1)NCc1ccc2c(c1)OCO2 | 2% | -34% | -5.6% | 0.3% | 1.8% | i | 1.0 | -10% | -1% | 6%
OC1CCN(Cc2cccc(Oc3ccccc3)c2)CC1 | 12% | -7% | -12% | 0.3% | 0.8% | i | 2.3 | -27% | 18% | -9%
CSc1ncc(Cl)c(C(=O)C(C#N)c2nc3c(C)cc(C)cc3c(=O)[nH]2)n1 (centres undefined) | 9% | 10% | -4.2% | -0.5% | 46% | i | 0.9 | -28% | 8% | -11%
CCCNCc1nnc(-c2ccccc2Cl)o1 | 6% | -10% | 1.0% | -0.1% | 1.6% | i | 0.3 | -37% | 46% | -11%
COc1ccccc1OCCCCNC(C)(C)C | -6% | -12% | -1.4% | 0.3% | 6.8% | i | 5.3 | 2% | -9% | -9%
Cc1nc(-c2ccccc2)sc1C(=O)Nc1ccc(S(N)(=O)=O)cc1 | -9% | 17% | 0.6% | -0.1% | -0.5% | . | . | -8% | -34% | 8%
CCOC(=O)c1cc(-c2ccccc2)sc1NC(=O)CSc1nnnn1C | 2% | 5% | 5.5% | -0.2% | 34% | i | 5.2 | -12% | -20% | -5%
COc1ccccc1CN1C(=O)CCC1(C)C(=O)NCc1cccnc1 (centres undefined) | 14% | 10% | 0.8% | -0.1% | -3.9% | i | 0.8 | 4% | -26% | 10%

An excerpt from above in order of the HIV fusion peptide value, ascending:
smiles,HIV fusion peptide
CCC(=O)N1CCN(c2ccc(NC(=O)COc3ccccc3Cl)cc2)CC1,-3.7%
O=C(COc1ccc2cc(Br)ccc2c1Br)N1CCOCC1,0.8%
CCS(=O)(=O)c1cc([N+](=O)[O-])c(Sc2ccccc2N)s1,9.7%
